Screens: PubChem BioAssay, several laboratories
Wnt act: Wnt/beta-catenin pathway activators, primary screen, cell-based, plate reader, single point; Wnt/beta-catenin reporter cell assay, activator; activation, % at 9.35 µM; hit rate 1.2% among 300,000; AID 743398, 2014; in the data active = activation above about 30%, passing the limit was not always enough;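 also: 0% = neutral control wells and 100% = positive control wells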
V-ATPase pHluor: regulators of yeast V-ATPase proton pumping, primary screen, pHLuorin cytosolic pH fluorescence; S. cerevisiae; response, % at 10 µM; hit rate 0.37% among 350,000; in the data active = response mostly above about 7.3%, no sharp cut-off; inactive = mostly below about 5.4%; also: actives read high; inactives centre near 0; some compounds called inactive have numbers as strong as hits; reference of the scale not given here
NSD2 HMT inh: NSD2 histone methyltransferase inhibitors, primary screen, biochemical, AlphaScreen, single concentration, set 2. NSD2 peptide methylation, 120 min. inhibition, % at 12.5 µM. hit rate 0.54% among 310,000; in the data active = inhibition above about 50%
Target sequence (O96028 whole entry, looked up): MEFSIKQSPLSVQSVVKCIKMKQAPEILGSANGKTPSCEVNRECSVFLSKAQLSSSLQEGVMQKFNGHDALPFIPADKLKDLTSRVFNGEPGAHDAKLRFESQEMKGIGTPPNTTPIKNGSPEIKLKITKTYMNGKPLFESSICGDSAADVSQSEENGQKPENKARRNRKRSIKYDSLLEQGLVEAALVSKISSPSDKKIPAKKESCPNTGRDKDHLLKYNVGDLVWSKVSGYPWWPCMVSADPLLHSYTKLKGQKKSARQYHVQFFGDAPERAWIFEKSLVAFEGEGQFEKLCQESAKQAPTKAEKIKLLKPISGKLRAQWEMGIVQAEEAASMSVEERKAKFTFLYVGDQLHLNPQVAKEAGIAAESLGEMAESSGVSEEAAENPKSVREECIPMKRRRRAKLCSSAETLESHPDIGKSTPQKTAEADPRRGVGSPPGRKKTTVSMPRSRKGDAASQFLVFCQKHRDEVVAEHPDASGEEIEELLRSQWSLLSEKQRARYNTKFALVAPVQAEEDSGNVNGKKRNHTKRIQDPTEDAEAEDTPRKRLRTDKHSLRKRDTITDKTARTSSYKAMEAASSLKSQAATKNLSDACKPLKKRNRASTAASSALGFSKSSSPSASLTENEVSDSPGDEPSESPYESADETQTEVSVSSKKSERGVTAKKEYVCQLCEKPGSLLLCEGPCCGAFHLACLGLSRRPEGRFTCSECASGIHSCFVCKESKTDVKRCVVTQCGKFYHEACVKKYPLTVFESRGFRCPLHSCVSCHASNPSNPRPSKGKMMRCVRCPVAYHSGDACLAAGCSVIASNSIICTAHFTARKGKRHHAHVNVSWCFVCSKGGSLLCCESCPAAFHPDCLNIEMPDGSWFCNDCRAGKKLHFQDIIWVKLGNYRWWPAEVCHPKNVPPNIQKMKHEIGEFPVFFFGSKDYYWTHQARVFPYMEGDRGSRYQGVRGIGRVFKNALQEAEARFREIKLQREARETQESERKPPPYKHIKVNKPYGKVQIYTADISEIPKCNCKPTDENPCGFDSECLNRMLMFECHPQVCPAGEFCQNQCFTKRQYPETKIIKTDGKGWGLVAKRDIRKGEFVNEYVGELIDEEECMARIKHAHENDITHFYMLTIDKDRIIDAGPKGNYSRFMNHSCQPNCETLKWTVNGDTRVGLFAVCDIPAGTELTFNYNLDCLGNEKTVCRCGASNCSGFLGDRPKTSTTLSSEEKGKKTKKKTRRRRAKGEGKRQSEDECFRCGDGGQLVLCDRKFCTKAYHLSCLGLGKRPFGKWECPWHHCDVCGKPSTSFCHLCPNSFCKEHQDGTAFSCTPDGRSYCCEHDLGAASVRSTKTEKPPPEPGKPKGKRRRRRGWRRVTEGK
* hit, by the source's call.

Preview:
Screens in order: Wnt act	V-ATPase pHluor	NSD2 HMT inh
[1] CC(=O)Nc1cccc(C(=O)OCC(=O)NC(=O)NC2CCCC2)c1
→ 5.3	-0.7	-1.3
[2] Cc1ccc(S(=O)(=O)NC(C)C(=O)NCc2ccc(Cl)cc2)cc1 (centres undefined)
→ -2.5	-0.4	-4.2
[3] Cc1cc(NC(=O)CN2CCCCC2)n(-c2ccccc2)n1
→ 2.5	-7.9	-2.0
[4] O=C1CS/C(=N\NC(=O)c2ccccc2)N1
→ 1.3	-0.2	-3.4
[5] CC1(C)Oc2cc3oc(C(=O)O)cc(=O)c3cc2-c2ccccc21
→ -0.7	-1.0	-1.9

All compounds of this part, from the start:
Screens in order: Wnt act	V-ATPase pHluor	NSD2 HMT inh
[1] CC(=O)Nc1cccc(C(=O)OCC(=O)NC(=O)NC2CCCC2)c1
→ 5.3	-0.7	-1.3
[2] Cc1ccc(S(=O)(=O)NC(C)C(=O)NCc2ccc(Cl)cc2)cc1 (centres undefined)
→ -2.5	-0.4	-4.2
[3] Cc1cc(NC(=O)CN2CCCCC2)n(-c2ccccc2)n1
→ 2.5	-7.9	-2.0
[4] O=C1CS/C(=N\NC(=O)c2ccccc2)N1
→ 1.3	-0.2	-3.4
[5] CC1(C)Oc2cc3oc(C(=O)O)cc(=O)c3cc2-c2ccccc21
→ -0.7	-1.0	-1.9
[6] CC1N=C(SCC(=O)c2ccc(F)cc2)N2C(C)N=C(SCC(=O)c3ccc(F)cc3)N12 (centres undefined)
→ -0.8	2.6	0.3
[7] Cc1nc2ccccn2c(=O)c1NC(=O)c1ccco1
→ -0.6	0.5	-0.9
[8] Nc1nc2nonc2nc1N
→ 1.4	-3.7	-0.4
[9] COc1ccc(CCNC(=O)c2ccc(CS(=O)(=O)Cc3ccc(C)cc3)o2)cc1OC
→ -3.4	-1.5	-4.7
[10] Cc1cc(C)cc(OCC(=O)NNC(=O)CC(C)c2ccccc2)c1 (centres undefined)
→ -3.7	-2.3	1.4
[11] COc1ccccc1C(C[N+](=O)[O-])c1c(N)n(C)c(=O)n(C)c1=O (centres undefined)
→ 16.8	0.0	-3.2
[12] Cc1nc(C(=O)NNC(=O)c2ccc(C(F)(F)F)cc2)cs1
→ 8.6	0.1	-5.4
[13] Cc1ccc(NC(=O)CCn2cc(C(F)(F)F)ccc2=O)cc1
→ 2.7	-0.9	-0.9
[14] Oc1c(C(c2ccccc2)N2CCCCC2)ccc2ccccc12 (centres undefined)
→ -3.3	-1.1	-0.7
[15] O=S(=O)(Cc1ccccc1Cl)c1ncn[nH]1
→ 1.7	0.8	-0.2
[16] O=C1NN=C2CCCCCCCCCCC12 (centres undefined)
→ -4.0	2.4	1.0
[17] CC1Cc2cc(/C=C3/SC(=S)N(C)C3=O)ccc2O1 (centres undefined)
→ 20.9	3.0	-2.1
[18] CCCCCCn1c(SCC(=O)NC2CCS(=O)(=O)C2)nc2ccccc2c1=O (centres undefined)
→ -1.9	0.7	3.1
[19] COc1ccc(S(=O)(=O)NCCN2CCNC2=O)cc1OC
→ -1.6	7.4	1.1
[20] COC(=O)Cn1ccnc1[N+](=O)[O-]
→ 0.6	-14.8	-0.4

Values by screen from above:
NSD2 HMT inh for entries 7–10, in order: -0.9, -0.4, -4.7, 1.4
V-ATPase pHluor for entries 7–10, in order: 0.5, -3.7, -1.5, -2.3
Wnt act for entries 7–10, in order: -0.6, 1.4, -3.4, -3.7

Additional entries
Screens in order: Wnt act	V-ATPase pHluor	NSD2 HMT inh
[21] CCCn1c(N)c(C(=O)CSc2nnc(Cc3cccs3)n2C2CC2)c(=O)[nH]c1=O
→ 0.6	-1.8	0.1
[22] O=C(NCc1cccnc1)c1cc(C(=O)NCc2cccnc2)cc([N+](=O)[O-])c1
→ -5.1	1.2	-0.4
[23] NC(=O)NN=C1CCN2CCCc3cccc1c32
→ -0.7	-2.0	-0.2
[24] O=C(Cn1ccccc1=S)c1ccc(Cl)c(Cl)c1
→ 20.3	7.7	22.7
[25] S=c1[nH]nc(-c2cc(-c3ccsc3)n[nH]2)n1-c1ccccc1
→ 2.1	-2.8	5.0
[26] COCCn1c(SCc2ccc(C)cc2)nc2c1c(=O)[nH]c(=O)n2C
→ 3.8	-3.3	-0.5
[27] Cc1cc(C(=O)N/N=C/c2ccc(-c3ccc(C)c(Cl)c3)o2)n[nH]1
→ 0.5	-4.5	-3.1
[28] Cc1ccc(C(=O)N/C(=C/c2ccccc2)C(=O)NCc2ccncc2)cc1
→ -1.7	-2.0	-1.1
[29] CC(=O)Nc1ccc(S(=O)(=O)NN=c2sc3ccccc3n2C)cc1N
→ 1.7	-1.8	-1.9
[30] CC(NC(=O)C(=O)c1cn(CC(=O)N2CCCC2)c2ccccc12)c1ccccc1 (centres undefined)
→ 3.2	0.3	-0.4
[31] Nc1nc(N2CCCCC2)c2ncn(C3OC(CO)C(O)C3O)c2n1 (centres undefined)
→ -2.7	-2.2	-0.8
[32] CSc1ccc(/C=C2\NC(=O)NC2=O)cc1
→ 13.4	-1.1	-0.5
[33] CCc1ccccc1Nc1nc2ccccc2[nH]1
→ -1.8	3.4	-0.5
[34] Cc1c(NC(=O)c2nn(C(C)C)c(=O)c3ccccc23)c(=O)n(-c2ccccc2)n1C
→ 4.3	7.2	-0.3
[35] Cc1ccc(S(=O)(=O)/C(C#N)=C/c2c(N3CCCCC3)nc3ccccn3c2=O)cc1
→ 1.6	-1.4	1.4
[36] CC1Sc2ccc(C(=O)N(CCc3ccccc3)Cc3ccccc3)cc2NC1=O (centres undefined)
→ -3.8	-0.3	-3.8
[37] Cc1ccc(S(=O)(=O)N2CCC(=O)c3ccccc32)cc1
→ 0.6	3.7	0.5
[38] Brc1ccc2c(c1)-c1ccccc1C1=NCCN12
→ -2.7	0.2	2.6
[39] CCN(CC)CCCn1c2c(c(SCC(=O)Nc3cc(C)cc(C)c3)nc1=O)CCC2
→ -1.1	0.1	14.0
[40] COCc1c(C(=O)Nc2nnc(C3CC3)s2)oc2ccccc12
→ -9.4	0.2	-1.5
[41] Cc1cccc2cc(C#N)c(NCCNC(=O)c3ccccc3)nc12
→ 1.2	-0.2	-0.4
[42] CCCCn1c(=S)[nH]c2c(=O)n(C)c(=O)n(C)c21
→ 1.9	-1.0	0.8
[43] CCn1nc(C)c(Br)c1-c1nc(-c2cccc(C)c2)no1
→ 3.2	0.4	-4.1
[44] Cc1ccc(/C(O)=C/c2nc3cc(C)ccc3oc2=O)cc1
→ 0.0	-2.0	-6.2
[45] O=C(CSc1n[nH]c(=O)n1-c1ccccc1)Nc1ccccc1
→ 5.6	-0.2	-2.5
[46] CN1CCN(C2Cc3ccccc3Sc3cc(C(F)(F)F)ccc32)CC1 (centres undefined)
→ 1.6	1.5	8.1
[47] CCCC(=O)Nc1ccc(S(=O)(=O)N2CCc3ccccc32)cc1
→ 0.3	1.5	4.6
[48] Nc1c(C(=O)Nc2ccc(Br)cc2)sc2nc(N3CCOCC3)c3c(c12)CCCC3
→ -2.0	0.8	1.0
[49] CCC(Sc1nc2ccsc2c(=O)n1Cc1ccc(C(=O)O)cc1)C(=O)Nc1cccc(OC)c1 (centres undefined)
→ 1.0	3.2	2.1
[50] O=C(Cc1ccc(Br)cc1)Nc1cccc(S(=O)(=O)N2CCCCC2)c1
→ -3.9	2.8	-1.5
[51] Cc1cc(S(=O)(=O)N2CCCCC2CCNC(=O)C(=O)NCCN2CCOCC2)ccc1F (centres undefined)
→ 0.0	-0.4	-1.0
[52] Cc1cccc(NC(=O)CCc2ccc(N3C(N)=NC(N)=NC3(C)C)cc2)c1
→ -4.3	4.4	0.5
[53] COc1ccc(NC(=O)CSc2nnnn2C2CCCC2)cc1S(=O)(=O)N1CCOCC1
→ -1.8	0.6	1.5
[54] NN1C(=O)/C(=C\c2ccco2)SC1=S
→ 1.5	-1.8	-0.2
[55] COc1cccc(OC)c1C(=O)Nc1sc2c(c1C(N)=O)CCCC2
→ 0.6	5.8	2.8
[56] O=S1(=O)C[C@@H](O)[C@@H](Nc2ccccc2)C1
→ -1.1	-5.0	-2.4
[57] Cc1c(Cl)cccc1NC(=O)CSc1nc(=O)n(CCCN2CCOCC2)c2c1CCCC2
→ 0.3	0.3	-1.2
[58] CC#CCN(Cc1ccco1)C(=O)C1CCC(=O)N(CCc2cccc(F)c2)C1 (centres undefined)
→ -2.4	-2.1	-1.4
[59] CC(C)(C)C1CCNC(=O)CC1 (centres undefined)
→ -1.6	0.3	-1.5
[60] Cc1cc2nc(=O)c(/C=C3\C=Nc4ccccc43)c(N)n2o1
→ 2.4	-20.4	-0.4

A second format for part of the listing above:
46) CN1CCN(C2Cc3ccccc3Sc3cc(C(F)(F)F)ccc32)CC1 (centres undefined)
41) Cc1cccc2cc(C#N)c(NCCNC(=O)c3ccccc3)nc12

Compound | 46 | 41
Wnt act | 1.6 | 1.2
V-ATPase pHluor | 1.5 | -0.2
NSD2 HMT inh | 8.1 | -0.4

Other compounds follow:
Screens in order: Wnt act	V-ATPase pHluor	NSD2 HMT inh
[61] COc1ccc(C(=O)CSc2nc3nn(-c4ccccc4)c(=O)c-3c3n2CCCCC3)c(OC)c1
→ -15.6	0.1	-2.0
[62] CCc1c(O)nc(SCC(=O)Nc2ccccc2)n(-c2ccccc2C)c1=O
→ -1.9	1.1	0.8
[63] NC(CSC(c1ccccc1)(c1ccccc1)c1ccc2c(c1)OCO2)C(=O)O (centres undefined)
→ 0.8	0.5	1.2
[64] CCN(CC)CCCN=Cc1c(O)n(-c2cccc(C)c2)c(=O)c2ccccc12
→ 3.3	-1.1	33.2
[65] COc1ccc(CCNCCC(c2ccccc2)c2ccccc2)cc1OC
→ -1.4	1.4	45.0
[66] COc1ccc(C(CNC(=O)c2ccc(OCc3cscn3)cc2)N2CCCC2)cc1 (centres undefined)
→ -6.2	2.4	0.9
[67] Cc1ccsc1C(=O)OCC(=O)NC1CCCCC1
→ 11.8	1.8	-0.3
[68] O=C(COC(=O)c1cccc(S(=O)(=O)N2CCCC2)c1)c1ccc(F)cc1
→ -5.0	-0.2	-3.0
[69] Cc1ccc2nc(N)nnc2c1
→ -2.9	1.1	0.9
[70] Cc1ccc(S(=O)(=O)N=N/C=C2\C=CC=CN2O)cc1
→ 1.0	1.5	-0.3
[71] CC(=O)Nc1ccc(C=CC(=O)c2ccc([N+](=O)[O-])cc2)cc1
→ -6.2	0.7	14.1
[72] COc1ccc(OC)c(C=Cc2ccc([N+](=O)[O-])cc2)c1
→ 4.7	-2.3	-0.7
[73] CCCn1ncc(/C=N/O)c1C
→ -1.7	-0.8	0.4
[74] Cc1cccc(NC(=O)COC(=O)CN2C(=O)c3ccccc3C2=O)c1C
→ -0.3	2.2	-0.1
[75] COc1ccc(C(=O)Nc2ccccc2C(=O)NC2CC2)c(OC)c1OC
→ -0.7	0.2	-0.7
[76] Nc1cc(=O)[nH]c(SCc2ccccc2)n1
→ -3.6	-0.8	-1.8
[77] CN(C)c1ccc2nc3ccc(=O)cc-3sc2c1
→ -8.8	1.0	13.4
[78] COc1ccc(NC(=O)c2c(C)noc2C)cc1S(=O)(=O)N1CCCCC1
→ 1.0	0.6	-0.8
[79] O=S(=O)(c1ccc(F)cc1)N1CC=C(c2ccccc2)CC1
→ 0.5	1.7	4.4
[80] COc1cc(C(=O)N(C(C)C)C2CCCCC2)cc(OC)c1OC
→ 0.8	2.6	0.1
[81] CCc1ccc(-c2ccc(SCC(=O)NC3CCCC3)nn2)cc1
→ 23.7	-0.3	-3.8
[82] Clc1ccc2c(c1)-c1ccccc1C1=NCCN12
→ 5.3	0.4	1.0
[83] COc1cccc(Oc2nc(-c3ccncc3)nc3ccccc23)c1
→ -0.5	-2.8	-0.7
[84] CC(C)c1ccccc1OCCCCCN1CCOCC1
→ -5.1	0.8	2.8
[85] O=C(NCCN1CCOCC1)c1ccc2c(c1)N(Cc1cccc(Cl)c1)C(=O)c1ccccc1S2(=O)=O
→ -4.9	-4.6	0.4
[86] COCc1ccc(CN2CCC(n3nccc3NC(=O)c3ccc4c(c3)OCO4)CC2)o1
→ 2.3	2.5	1.2
[87] Cc1ccc(NC(=O)COC(=O)c2ccco2)cc1S(=O)(=O)N1CCCCC1
→ -0.9	-3.5	0.8
[88] Cc1ccc(S(=O)(=O)N2CCC(C(=O)NCCN3CCOCC3)CC2)cc1
→ -0.9	-1.9	-0.8
[89] O=[N+]([O-])c1ccc(Nc2nccc(Cl)n2)cc1
→ 54.8*	-3.6	-1.6
[90] c1ccc(NN=C(c2ccccc2)c2cccs2)cc1
→ 0.0	0.7	0.7
[91] O=C(CCN1CCCCC1)Nc1ccc(F)c(F)c1
→ -1.3	-0.6	0.3
[92] Nc1nc(CCl)nc(Nc2cccc3ccccc23)n1
→ 2.5	-0.9	2.4
[93] O=S(=O)(NN=C(c1ccccc1)c1ccccc1)c1ccccc1
→ -2.4	-0.3	-1.1
[94] COc1ccc2nccc(/C=C/c3ccnc4ccc(OC)cc34)c2c1
→ 18.6	-103.0	-0.5
[95] CSc1ccccc1C(=O)OCC(=O)Nc1c(C)n(C)n(-c2ccccc2)c1=O
→ -4.4	-0.6	5.0
[96] C=C(C)c1cccc(C(C)(C)NC(=O)N2CCN(C(=O)OCC)CC2)c1
→ -2.8	-0.1	-0.9
[97] CCOC(=O)N1CCN(S(=O)(=O)N2CCCC(C(=O)NCc3cc(Br)ccc3OC)C2)CC1 (centres undefined)
→ -2.3	3.1	-1.0
[98] CC1(C(=O)O)CCC(C(=O)NNC(=O)c2ccccc2Cl)C1(C)C (centres undefined)
→ -2.2	-8.8	-1.5
[99] CC1(C)N=C(N)N=C(N)N1c1cccc(CC(=O)Nc2ccccc2)c1
→ 0.5	-0.4	-2.3

As entered above.
Value of entry 89 in V-ATPase pHluor: -3.6
Value of entry 84 in V-ATPase pHluor: 0.8
Value of entry 85 in Wnt act: -4.9
Value of entry 92 in NSD2 HMT inh: 2.4
Value of entry 98 in Wnt act: -2.2

Only part of the results is shown (hit frequency here may not be typical).
